Bioassay records: PubChem, National Center for Advancing Translational Sciences (NCATS)
12-LOX inh: Primary qHTS assay for inhibitors of human arachidonate 12S-lipoxygenase (ALOX12): Round 2 | hit rate 1.1% among 580,000 | purified 12hLO, xylenol orange hydroperoxide absorbance | Potency, µM (top dose mostly 108 µM), for inactives: at the top dose activity change, negative = inhibition, usual class: inhibitors | Polyunsaturated fatty acid lipoxygenase ALOX12 (Homo sapiens), P18054; note: potency is the fitted concentration of half-maximal effect; % is set by controls: 0 for no effect and ±100 for the full control effect
Target sequence (P18054 whole entry, looked up): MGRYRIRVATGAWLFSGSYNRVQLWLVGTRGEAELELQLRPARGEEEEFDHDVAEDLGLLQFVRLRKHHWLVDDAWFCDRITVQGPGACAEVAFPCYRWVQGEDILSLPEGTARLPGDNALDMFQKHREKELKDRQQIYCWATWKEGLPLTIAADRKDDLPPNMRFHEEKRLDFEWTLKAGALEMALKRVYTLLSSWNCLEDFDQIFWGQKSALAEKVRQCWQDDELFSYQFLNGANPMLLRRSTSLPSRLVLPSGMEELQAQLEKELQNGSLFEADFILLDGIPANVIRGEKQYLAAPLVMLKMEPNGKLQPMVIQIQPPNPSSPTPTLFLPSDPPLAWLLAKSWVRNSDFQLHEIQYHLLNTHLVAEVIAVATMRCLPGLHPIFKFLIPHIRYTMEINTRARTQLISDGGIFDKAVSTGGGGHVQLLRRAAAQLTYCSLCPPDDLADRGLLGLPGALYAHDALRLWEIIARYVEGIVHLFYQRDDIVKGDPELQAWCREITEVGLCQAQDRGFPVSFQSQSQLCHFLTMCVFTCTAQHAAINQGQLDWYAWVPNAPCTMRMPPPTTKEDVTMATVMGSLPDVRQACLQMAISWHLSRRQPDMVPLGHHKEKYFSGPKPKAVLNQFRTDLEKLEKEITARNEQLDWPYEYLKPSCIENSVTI
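Purified human 12hLO at 150 nM in 25 mM Hepes, 0.01% Triton X-100, pH 7.0, preincubated 15 min at room temperature with compound. Reaction started with 40 uM arachidonic acid, 30 min at room temperature. Hydroperoxide measured by Fe-xylenol orange, 573/405 nm absorbance ratio.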
POLK inh: qHTS for Inhibitors of Polymerase Kappa; hit rate 0.53% among 400,000; AID 588579, 2011; Potency, µM (titrated, usually from 107 µM), inactives show top-dose activity, negative = inhibition, usual class: inhibitors; purified Pol kappa, fluorescent DNA synthesis assay, 10 min; DNA polymerase kappa (Homo sapiens), Q9UBT6; note: potency is the fitted concentration of half-maximal effect; % is set by controls: 0 for no effect and ±100 for the full control effect
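Fluorescent qHTS in 1536-well format: enzyme (10 nM) and compound sat 15 min at room temperature before 50 nM substrate (final) was added. Signal taken at 0 and 10 min; no-enzyme buffer wells were negative controls.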
LDHA inh: qHTS assay for inhibitors of human lactate dehydrogenase | L-lactate dehydrogenase A chain (Homo sapiens), P00338 | purified LDHA, NADH/diaphorase-resazurin fluorescence; stronger effect = lower value | activity change, % (values are at about 110 or 230 µM) | hit rate 0.15% among 480,000 | AID 1347041, 2019; in the data active = activity change below about -30%; inconclusive = mostly about -25% to -30%;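 note: plate controls were DMSO wells for no effect and wells without enzyme for full effect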
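Human LDH5 (2 nM) was incubated with 0.06 mM NADH and 0.2 mM pyruvate for 5 min at room temperature in Tris pH 7.4. Remaining NADH was coupled through diaphorase/resazurin, and resorufin fluorescence was read at 0 and 20 min.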
ERG Ets-DNA blk: qHTS for Small Molecule Inhibitors of the ERG Ets/DNA interaction; Transcriptional regulator ERG (Homo sapiens), P11308; fluorescence polarization, His-ERG Ets domain / labelled DNA; Potency, µM (top dose mostly 76.9 µM), without a hit: at the top dose FP activity, negative = inhibition, hits mostly inhibitors; hit rate 0.028% among 370,000; AID 624246, 2012; active = well fitted inhibition curve with a large enough effect in the polarisation, with a control signal flat; inconclusive = small, poorly fitted or top-dose-only effect, or effect the other way, or a change in a side signal; inactive = no such curve, though single readings can be large or run the other way; the % refers to the polarisation;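 note: polarization taken with two DNA probes labelled with fluorescein and Texas red; potency is the fitted concentration of half-maximal effect; % of control where 0% means no effect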
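His-tagged ERG Ets domain (1 uM in the protein solution; 300mM KCl, 50mM Tris-HCl, 1mM EDTA, 1mM DTT, pH 7.5) received compound, then a probe mix of 5 nM fluorescein-DNA and 100nM Texas-615-DNA. Fluorescence polarization was read for both dyes.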
Pol eta inh: qHTS for Inhibitors of Polymerase Eta; hit rate 1.2% among 390,000; AID 588591, 2011; DNA polymerase eta (Homo sapiens), Q9Y253; recombinant Pol eta, fluorescent DNA replication assay; Potency, µM (top dose mostly 114 µM), for the others: top-dose activity change, negative = inhibition, most hits filed as inhibitors; note: potency is the fitted concentration of half-maximal effect; % is set by controls: 0 for no effect and ±100 for the full control effect
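Pol eta (10 nM) was preincubated with compounds for 15 min at room temperature, after which fluorescent replication substrate (50 nM final) was added to start the reaction. Fluorescence was read kinetically at 0 and 10 min.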
APEX1 inh: qHTS Assay for Inhibitors of the Human Apurinic/apyrimidinic Endonuclease 1 (APE1); recombinant APE1, TAMRA/BHQ-2 abasic DNA cleavage fluorescence; AID 2517, 2012; hit rate 0.35% among 350,000; Potency, µM (top dose mostly 65.8 µM), for inactives: at the top dose activity change, negative = inhibition, most hits filed as inhibitors;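 note: potency is the fitted concentration of half-maximal effect; plate controls were vehicle for no effect and reference inhibitor for full effect; nearly all actives have a fitted effect of over 55% in size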
Target sequence (P27695 whole entry, looked up): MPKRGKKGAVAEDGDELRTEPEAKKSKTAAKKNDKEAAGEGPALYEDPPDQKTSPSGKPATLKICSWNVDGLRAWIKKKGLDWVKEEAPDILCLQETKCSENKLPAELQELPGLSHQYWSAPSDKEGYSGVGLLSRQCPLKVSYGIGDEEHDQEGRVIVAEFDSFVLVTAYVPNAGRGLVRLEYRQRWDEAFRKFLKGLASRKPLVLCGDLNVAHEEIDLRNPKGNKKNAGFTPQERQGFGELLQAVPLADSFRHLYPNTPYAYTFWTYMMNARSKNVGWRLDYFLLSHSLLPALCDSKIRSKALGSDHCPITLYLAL
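Step 1: APE1 (0.75 nM) with compound, 15 min RT. Step 2: add 50 nM fluorophore/quencher THF duplex. Step 3: three fluorescence reads 60 s apart (525/598 nm); read 3 minus read 1 = reaction progress.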
POLB inh: qHTS Assay for Inhibitors of DNA Polymerase Beta. hit rate 1.3% among 340,000. Pol beta primer extension/strand displacement, fluorescence kinetic. Potency, µM (series often up to 114 µM), without a hit: top-dose activity change, negative = inhibition, most hits filed as inhibitors. P06746. AID 485314, 2010; note: potency is the fitted concentration of half-maximal effect; % is set by controls: 0 for no effect and ±100 for the full control effect
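Reaction started by 50 nM substrate onto compound-treated Pol beta (10 nM, 15 min preincubation, room temperature); plates read at 0 min and 10 min. Normalized concentration-effect data fitted by four-parameter Hill equation.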
RGS4 inhibitor: Inhibitors of Regulator of G Protein Signaling (RGS) 4: qHTS; Regulator of G-protein signaling 4 (Homo sapiens), P49798; Transcreener GDP fluorescence polarization, RGS4-accelerated GTP hydrolysis; Potency, µM (series often up to 114 µM), inactives show top-dose activity change, negative = inhibition, hits mostly inhibitors; hit rate 0.039% among 390,000; AID 504845, 2011; note: potency is the fitted concentration of half-maximal effect; % is set by controls: 0 for no effect and ±100 for the full control effect; nearly all actives have a fitted effect of over 75% in size; some results filed as inactive show a strong effect at the top dose
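MLSMR compounds (23 nl, pin-transferred) preincubated 10 min at room temperature with a 500nM (2x) first reagent, then RGS4 at 900nM (2x) plus Transcreener GDP mix added; fluorescence polarization (620/688 nm) read before and after 90 min at 30 °C.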
Anesthetic bind: qHTS Assay for Identification of Novel General Anesthetics | Ferritin light chain (Equus caballus), P02791 | apoferritin/1-aminoanthracene competitive binding, fluorescence | Potency, µM (series often up to 77.5 µM), inactives show at the highest dose activity change, negative = displacement, most hits filed as inhibitors | hit rate 0.074% among 350,000; note: potency is the fitted concentration of half-maximal effect; % is set by controls: 0 for no effect and ±100 for the full control effect; nearly all actives have a fitted effect of over 20% in size
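Apoferritin-based anesthetic binding model; compound displacement of fluorescent 1-AMA measured as endpoint fluorescence after 10 minutes at room temperature, scaled to free-ligand and complex controls.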
Active calls of the source: *; ? = inconclusive; / = no result given; & = joins results of further samples; [ ] = dose if it differs, or a comment. Unless noted, calls come from the whole dose curve; as a rule, active = well fitted curve in the direction sought with a large enough effect; inconclusive = small, poorly fitted or top-dose-only effect, or another doubt; inactive = no such curve, though single readings can be large; an effect the other way counts as inactive or inconclusive.

SMILES	12-LOX inh	POLK inh	LDHA inh	ERG Ets-DNA blk	Pol eta inh	APEX1 inh	POLB inh	RGS4 inhibitor	Anesthetic bind
CCOC(=O)c1ccc(NC(=O)CSc2ccc(-c3cccnc3)nn2)cc1	-2.9%	-33.7%	-2.4	8.2%	-6.3%	1.9%	?	?	?
Cc1[nH]c2ccc(OC(F)(F)F)cc2c1CCNCc1cccc([N+](=O)[O-])c1	?	-10.9%	-1.2	-2.2%	-23.5%	-22.9%	?	-1.7%	-18.2%
O=C1CN=C(c2cccs2)c2c(sc3c2CCCC3)N1	0.0%	-0.7%	6.4	-7.6%	-6.2%	0.6%	31.7%	-43.6%	?
COC(=O)C1=C(c2ccc(Cl)c(C(F)(F)F)c2)C[C@@H]2CC[C@H]1N2C(=O)NCCNC(C)=O	24.5%	4.0%	-0.8	1.0%	-21.5%	10.2%	/	1.2%	/
Cc1ncc(CNC(=O)N(CCCl)N=O)c(N)n1	-11.5%	-15.8%[60.1 µM]	-7.1	11.2%	-7.1%	7.0%&-6.5%&-1.9%	15.6%[57.1 µM]	-3.6%[56.9 µM]	/
COc1ccc(-n2c(O)c(/C(C)=N/N3CCCCCC3)c(=O)[nH]c2=O)cc1	150.6%[activator]	-9.3%	-1.5	-3.6%	-8.2%	-2.0%	-1.2%	8.3%	3.8%
O=c1c2ccccc2nc(C[n+]2ccccc2)n1-c1cccc(C(F)(F)F)c1	-12.5%	-7.0%	-9.9	3.9%	-24.4%	13.5%	33.7%	-7.1%	-8.4%
Cc1nn(Cc2ccccc2Cl)c(C)c1C(=O)OCC(=O)NC1CCS(=O)(=O)C1 (stereo not given)	8.5%	-8.9%	-3.2	-0.7%	-7.9%	?	2.2%	-2.7%	0.9%
COc1c2c(cc3c1OCO3)CC[N+](C)=C2	-1.7%&8.4%	-5.1%[60.1 µM]	-6.2	-8.7%	6.2%	3.6%&-14.0%&-3.7%	47.6%	1.9%	-6.9%&2.7%
C/C(CC(=O)Nc1cc(C)ccn1)=N\NC(=O)c1ccncc1	-0.2%	-13.6%	5.8	3.0%	8.8%	67.1%[activator]	2.7%	26.5%	-4.6%
Cc1cc(C)cc(Oc2nc3ccccn3c(=O)c2/C=C(\C#N)c2nc3ccccc3s2)c1	?	-4.2%	0.8	-0.7%	?	/	?	-39.2%	-10.9%
O=C1/C(=C\c2ccccc2)C2OCC=C3CN4CCC56c7ccccc7N1C5C2C3CC46 (stereo not given)	0.0%	-6.5%	-8.4	-4.0%	-4.6%	-6.8%	2.2%	-1.4%	1.0%
O=[N+]([O-])c1ccc(N2CCCC2)c2ncccc12	-16.0%	-3.7%	0.0	8.0%	4.1%	-6.9%	-8.9%	11.5%	-12.3%
CCCNC(=O)N1[C@H]2CC[C@@H]1C(C(=O)OC)=C(c1ccc(S(C)(=O)=O)cc1)C2	25.1%	11.3%	-3.4	6.4%	-7.3%	/	/	-11.9%	/
O=c1oc2ccccc2c(O)c1[C@H]1c2ccc(O)cc2Oc2c1c(=O)oc1ccccc21	?	-19.1%	-2.5	-3.6%	?	12.3%	6.9%	?	-2.7%
C/C(=C\c1ccc(N(C)C)cc1)[N+](=O)[O-]	6.8%	-11.4%	11.9	-14.2%	-1.9%	-1.0%	-12.7%	?	-20.5%
CCC[C@@H]1CC2=CC(=O)CC[C@]2(C)[C@@H]2CC[C@@]3(C)[C@H](CC[C@]3(O)CCC(=O)O)[C@H]12	0.0%	-7.4%[19.4 µM]	/	/	/	-12.0%	/	-158.5%[56.9 µM]	/
CC1CC(OC(=O)c2ccccc2)(c2ccccc2)C(C)CN1C (stereo not given)	0.0%	5.9%	-4.4	11.3%	-15.6%	1.9%	11.3%	-26.7%	1.5%
COc1ccc(NC(=O)N2C[C@@H]3C[C@@H](C2)c2cccc(=O)n2C3)cc1	8.9%	5.5%	2.1	-0.4%	-8.4%	-0.9%	44.1%	-7.2%	-3.2%
COC(=O)C1=C(N)Oc2c(c(=O)oc3ccccc23)[C@]12C(=O)N(C)c1ccccc12	?	3.5%	5.8	10.7%	-5.7%	-2.1%	?	-28.1%	-16.0%
CCN(CC)P(=O)(NC(=O)C(Cl)(Cl)Cl)N(CC)CC.[Cl-].[Cl-].[Cl-].[Nd+3]	?	79.4µM*	-49.0*	2.2%&0.6%	?	?	?	?	-3.7%
Cn1cccc1CN1CCN(C(=O)COc2ccccc2)CC1	?	-4.0%	-15.5	-2.0%	-14.6%	1.8%	17.1%	-39.2%	-23.6%
CC1=C(C(=O)O)N2C(=O)[C@@H](NC(=O)CCCC(=O)O)[C@H]2SC1	-21.8%	15.9%	4.9	-2.0%	-4.0%	-0.7%	35.4%	-44.9%	-1.2%
CCOC(=O)C1C(=O)N(C)C2(C)CC1c1ccccc1O2 (stereo not given)	0.0%	1.6%	-3.5	3.8%	-2.5%	-2.6%	28.1%	-13.9%	-6.7%
Cc1onc(-c2ccccc2)c1C(=O)N1CCC2(CC1)OCCO2	15.9%	-7.8%	-0.6	-10.1%	3.9%	-1.2%	-1.9%	1.4%	2.7%
COc1ccc(OC)c(/C=N/OC(=O)Nc2ccc(Cl)cc2)c1	0.0%	-8.7%	-11.5	1.2%	-20.8%	-5.4%	-7.9%	-7.7%	-19.6%
CCC1(Cc2ccccc2)C(=O)NC(=S)N(C)C1=O (stereo not given)	-3.4%	-14.0%	-3.8	-0.1%	-21.9%	/	/	-25.4%	/
COC(=O)C1=C(c2ccc(S(C)(=O)=O)cc2)C[C@@H]2CC[C@H]1N2C(=O)N1CCC(C)CC1	1.8%	4.2%	-2.9	0.1%	-17.9%	/	/	-5.0%	/
CN1[C@@H]2CC[C@H]1CC(OC(=O)C1C=Nc3ccccc31)C2 (stereo not given in full)	-3.0%	-18.8%	-4.0	12.0%	-5.2%	23.3%	25.1%	5.5%	3.6%
CCCN(CCC)C(=O)Cc1c(-c2ccc(Cl)cc2)nc2c(Cl)cc(Cl)cn12	2.1%	8.8%	-2.8	45.1%[activator]	-8.0%	10.3%&6.9%	?	-14.5%	/
C=CCN1C(=O)c2ccccc2Sc2ccc(C(=O)N3CCC4(CC3)OCCO4)cc21	1.2%	-4.3%	4.4	-13.5%	-9.1%	1.1%	24.7%	-9.4%	-13.0%
Cc1ccc(OC(=O)c2ccc(Br)o2)cc1	17.6%	-12.1%	-5.4	5.1%	-10.7%	-0.7%	16.6%	-40.2%[11.4 µM]	?
Cc1c(C(=O)N2CCC3(CC2)OCCO3)sc2ncnc(N(C)c3ccccc3)c12	0.0%	-5.0%	-7.7	5.6%	-2.0%	12.0%	20.4%	5.0%	-7.7%
COC(=O)C1=C(c2ccc(S(C)(=O)=O)cc2)C[C@@H]2CC[C@H]1N2C(=O)NCc1ccc(F)cc1	1.4%	7.4%	-3.3	8.1%	-6.6%	/	/	-7.2%	/
CC(C)C(=O)c1cn(Cc2ccc(C#N)cc2)c2ccccc12	-6.1%	-22.2%	2.5	8.5%	-4.4%	24.9%	39.1%	6.3%	-14.7%
CN(CCCC(=O)c1cccnc1)N=O	6.2%	2.7%[19.4 µM]	/	/	/	3.4%	/	/	-2.0%
Cc1ccc2c(c1)N(C(=O)CCC(=O)N1CCC3(CC1)OCCO3)CC(C)O2 (stereo not given)	1.0%	-3.2%	-9.9	-7.8%	-2.7%	27.9%	11.8%	20.4%	-5.7%
COc1ccc(NC(=O)CCn2cnc3onc(-c4ccc(F)cc4)c3c2=O)cc1OC	?	-3.6%	-6.9	-9.6%	-11.7%	/	-3.4%	19.1%	55.8%[activator]
CCOP(=O)(OCC)C(NC(=O)c1ccccc1Cl)=C(Cl)Cl	-23.0%	0.0%	-1.7	1.3%	4.3%	0.1%	15.0%	5.1%	-0.4%
CCC(=O)N1CCN(CCN=Cc2c(O)n(C)c(=O)n(C)c2=O)CC1	1.1%	-12.5%	-2.5	1.9%	-5.4%	6.1%	2.9%	1.0%	-6.0%
BrCC(Br)C1CCC(Br)C(Br)C1 (stereo not given)	-6.9%	11.3%	-0.9	-11.9%	-7.8%	20.2%&17.5%	/	-7.4%	/
COC(=O)C1=C(c2ccc(OC)c(OC)c2)C[C@@H]2CC[C@H]1N2C(=O)NCC1CC1	-0.7%	0.2%	0.3	-3.0%	-9.9%	13.4%	/	4.5%	/

This is a subset; count on the stated rates, not on these rows.
